Compound activity (PubChem)
GPR7 antag – antagonists of human GPR7 (neuropeptides B/W receptor 1); P48145; GPR7-expressing cells, fluorescence antagonist assay; inhibition, % at 4.4 µM; 290,000 tested, 1.1% active; in the data active means inhibition above about 16%, passing the limit was not always enough;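 further: cells stimulated with the agonist NPW; 0% = agonist with vehicle and 100% = vehicle without agonist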
GalR3 antag – antagonists of human GalR3; 360,000 tested, 0.44% active; inhibition, % at 3 µM; HEK293 GalR3-CNG cAMP membrane potential fluorescence; galR3 body fused to GalR1 C-terminus; O60755;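 active means inhibition above the screen-wide average plus 3 SD, cut at about 13% in these data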;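 further: forskolin and galanin both at EC90 stimulate the cells; cAMP rise reported by CNG channel membrane potential dye signal; 0% = forskolin plus galanin with DMSO and 100% = forskolin alone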
MEKK3 PB1 HTS – MEKK3-MEK5 PB1 interaction, increase or decrease | bead-based flow cytometry, Alexa488-MEK5 binding to MEKK3; actives lie on both sides; 0 = blocked by unlabeled MEK5, 100 = vehicle | AID 1529 | Q99759 | 290,000 tested, 1.4% active | binding response (% of control), % at 10 µM;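 active means binding response more than 3 SD above or below the average of its plate-row segment, actives on both sides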;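 further: Alexa488 bead fluorescence after subtracting the streptavidin-only scavenger bead signal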
Target sequence (Q99759 whole entry, looked up): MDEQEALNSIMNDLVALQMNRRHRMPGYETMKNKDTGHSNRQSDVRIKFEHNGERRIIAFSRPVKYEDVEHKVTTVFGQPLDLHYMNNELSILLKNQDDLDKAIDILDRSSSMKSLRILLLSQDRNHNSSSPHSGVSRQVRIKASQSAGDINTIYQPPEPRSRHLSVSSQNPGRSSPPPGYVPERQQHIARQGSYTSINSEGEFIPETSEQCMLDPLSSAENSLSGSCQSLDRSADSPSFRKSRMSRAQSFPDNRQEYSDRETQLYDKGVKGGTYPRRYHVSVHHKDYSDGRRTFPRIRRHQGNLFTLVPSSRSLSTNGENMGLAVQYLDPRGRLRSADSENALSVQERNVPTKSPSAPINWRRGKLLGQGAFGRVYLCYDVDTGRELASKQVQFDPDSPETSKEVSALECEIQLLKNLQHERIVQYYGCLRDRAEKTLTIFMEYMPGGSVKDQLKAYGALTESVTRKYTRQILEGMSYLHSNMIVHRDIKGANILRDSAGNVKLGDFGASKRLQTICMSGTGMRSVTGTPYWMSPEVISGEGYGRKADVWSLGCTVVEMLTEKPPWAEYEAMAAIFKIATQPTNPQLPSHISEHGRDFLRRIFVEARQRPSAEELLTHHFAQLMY
OXTR agonist – activates the human oxytocin receptor. activation, % at 3 µM. 320,000 tested, 0.32% active. AID 2435. CHO-OTR cells, Fluo-8 calcium fluorescence; normalized: DMSO 0%, oxytocin 100%. P30559;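 active means activation above the mean of all tested compounds plus 3 SD, cutoff set per screening run, cut at about 20% in these data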;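 further: peak over basal fluorescence ratio from a 100 s FLIPR kinetic read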
MEKK2mut PB1 HTS – signal of MEK5 binding to mutant human MEKK2 PB1 domain | bead flow cytometry, Alexa488-MEK5 binding to MEKK2 mutant | percent response, % at 10 µM | 290,000 tested, 0.35% active; in the data active means percent response above about 24%, passing the limit was not always enough; further: inactives centre near 1; some results filed as inactive read as strong as hits; reference of the scale not given here
MEKK2 WT-MEK5 – raises or lowers MEK5 binding to wildtype human MEKK2 PB1 domain; Q9Y2U5; bead flow cytometry, Alexa488-MEK5 binding to MEKK2 WT; actives lie on both sides; binding response (% of control), % at 10 µM; 290,000 tested, 1.1% active; AID 1531; in the data active means binding response below about 67% or above about 130%
NALP1 yeast inh – blocks the NALP1 inflammasome reconstituted in yeast. S. cerevisiae NALP1/ASC/caspase-1 growth, X-gal OD620, 72 h. inhibition, % at 10 µM. 280,000 tested, 0.61% active. AID 2071; in the data active means inhibition mostly above about 24%, no sharp cut-off; inactive means mostly below about 32%; further: some compounds called inactive have numbers as strong as hits
V1R ag counter – counter-screen for oxytocin receptor agonists: human V1a receptor agonists | P37288 | CHO-V1R cells, Fluo-8 calcium fluorescence, agonist mode; 0% DMSO, 100% 3 nM vasopressin | activation, % at 3 µM | 320,000 tested, 0.25% active | AID 2797;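 active means activation above the mean activation of all tested compounds plus 3 SD, per screening run, cut at about 20% in these data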;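 further: signal is peak over basal fluorescence ratio across a 100 second FLIPR read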
PHOSPHO1 inh – inhibitors of human PHOSPHO1 phosphatase; Q8TCT1; recombinant PHOSPHO1, absorbance phosphatase assay; inhibition, % at 13.3 µM; 290,000 tested, 1.1% active; in the data active means inhibition above about 60%
Target sequence (Q8TCT1 whole entry, looked up): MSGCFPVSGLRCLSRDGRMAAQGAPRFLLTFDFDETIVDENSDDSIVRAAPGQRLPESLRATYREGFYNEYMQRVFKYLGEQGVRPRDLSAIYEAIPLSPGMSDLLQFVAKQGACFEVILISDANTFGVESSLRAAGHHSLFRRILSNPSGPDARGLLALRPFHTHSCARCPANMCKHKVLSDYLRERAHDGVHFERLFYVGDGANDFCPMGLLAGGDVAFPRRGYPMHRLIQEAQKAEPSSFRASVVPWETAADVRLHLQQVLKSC
The depositor's hits bear a star; nt = not tested or not shown. This is a random part of the collection. About 5.4% of those tested had a hit in this group.

SMILES	GPR7 antag	GalR3 antag	MEKK3 PB1 HTS	OXTR agonist	MEKK2mut PB1 HTS	MEKK2 WT-MEK5	NALP1 yeast inh	V1R ag counter	PHOSPHO1 inh
CCC(C)(C)NC(=O)CN(Cc1cccs1)C(=O)CCC(=O)Nc1nccs1	-3	-3	98	-0.4	0	101	9	0.1	11
Clc1ccc(CSc2nnc(-c3ccc4c(c3)OCO4)o2)cc1	-16	2	99	0.2	1	101	-3	2.5	0
N#Cc1cccc(NC(=O)CN2C(=O)NC(Cc3ccccc3)C2=O)c1 (configuration not stated)	-6	-4	94	0.6	-6	95	-2	-0.2	-1
Cc1cccc(C)c1NC(=O)COC(=O)c1c2c(nc3ccccc13)/C(=C\c1ccc3c(c1)OCO3)CCC2	4	nt	96	52*	-1	97	9	51*	-18
CCc1[nH]c(=O)c(C#N)c2c1COC(C)(C)C2	-8	-1	102	0.1	1	101	10	1.2	-2
CCN1C(=NCCc2cccnc2)N[C@@H](c2ccccc2)[C@H](C(=O)OC)[C@H]1C	8	nt	94	0.0	-6	90	0	-0.1	-19
CCOC(=O)CCc1c(C)nc2c(c(C)nn2C(C)(C)C)c1C	-7	1	109	-0.8	11	114	23	-1.6	-10
COCCNC(=O)c1cn(C)c(=O)c2cc(OC)c(OC)cc12	-8	-3	106	0.6	4	107	5	0.9	20
COCC(C)NC(=O)c1ccc(-n2nc(C(F)(F)F)cc2-c2cccs2)cc1 (configuration not stated)	-1	-2	101	-2.3	-1	98	1	1.0	-4
COc1ccc(CN(Cc2ccncc2)C(=O)CCC(=O)O)cc1	0	1	101	0.5	2	104	11	0.1	13
COC(=O)[C@@H]1C[C@@]2(O)[C@@H](O)[C@@H](O)[C@@H](O)C[C@H]2N1Cc1cc(OC)cc(OC)c1	nt	2	94	-0.4	6	97	nt	0.0	9
O=C(O)c1ccc(-n2nc(C(F)(F)F)c3c2-c2ccoc2CC3)cc1	-5	3	104	0.0	-1	93	10	1.8	-36
COCCn1c(C)cc(C(=O)CSc2nc3ccccc3c(=O)n2Cc2ccco2)c1C	-5	2	103	-1.0	-1	100	19	1.3	-4
CC1CCC(NC(=O)c2cc3c(s2)CS(=O)(=O)C3)CC1 (configuration not stated)	-6	-8	97	nt	3	95	9	nt	24
COC(=O)Cc1cc(=O)n2c(nc3ccccc32)[nH]1	-6	-12	107	-0.6	5	109	nt	0.1	nt
Cc1cccc(N(CC(N)=O)S(C)(=O)=O)c1C	-11	-2	101	-1.4	-1	97	0	0.3	14
COc1ccccc1CNC(=O)COc1ccc(S(=O)(=O)N2CCCC2)cc1	-3	-5	97	-0.2	-2	100	-4	-0.4	32
C=CCNC(=S)N1CCN(c2cccc(C(F)(F)F)c2)CC1	-1	-2	93	3.8	-3	92	32	3.9	10
CCn1nc(NC(C)=O)c2cc3cccc(C)c3nc21	-8	-14	102	-1.8	4	103	4	-0.6	31
CCOc1ccc(N=Nc2cc(C(C)C)ccc2O)cc1	9	1	94	-0.8	-3	95	21	0.4	-13
COc1cc(NC(=O)CN2CCN(c3ccccc3O)CC2)c(C)cc1[N+](=O)[O-]	4	-2	86	5.7	-3	89	23	3.8	-13
Cc1ccc(O)c(N=Nc2ccccc2)n1	nt	nt	95	-2.4	-1	96	nt	-0.8	nt
Cc1ccc(NC(=S)NC(=O)c2ccc(-c3ccccc3)cc2)cc1	3	0	110	1.2	7	107	nt	0.6	nt
COc1ccc(CN2CC(C(=O)NC3CCCCC3)CC2=O)cc1 (configuration not stated)	2	-8	102	-0.7	-4	99	24	0.5	30
CN(C)/C=C(\C#N)C(=O)N/N=C/c1ccc(F)cc1	-15	2	103	0.6	-9	96	-4	0.4	4
Next part:
SMILES	GPR7 antag	GalR3 antag	MEKK3 PB1 HTS	OXTR agonist	MEKK2mut PB1 HTS	MEKK2 WT-MEK5	NALP1 yeast inh	V1R ag counter	PHOSPHO1 inh
C/C(=N\NC(=O)c1cccc(S(=O)(=O)N2CCCC2)c1)c1ccco1	-18	-3	104	-0.2	9	107	2	0.4	-16
COc1nc(C#N)c(N2CCOCC2)o1	-7	-3	98	0.4	-3	94	3	0.4	21
CCN(CC)c1nc(OC)nc(-n2nnc(C(C)=O)c2C)n1	10	-2	105	-1.1	3	106	14	0.4	-2
CCCn1c(NCc2ccco2)nc2c1c(=O)n(C)c(=O)n2C	0	0	92	6.0	14	97	2	5.9	0
O=C(COc1ccc([N+](=O)[O-])cc1)NCCC1=CCCCC1	29*	-12	90	-2.2	-1	100	37	-0.8	15
CCOc1ccc(/C=C2\SC(=O)N(c3ccc(O)cc3)C2=O)cc1OC	-8	nt	102	3.6	-1	96	nt	-0.1	3
Cc1nc(NCc2ccccc2)c2cc[nH]c2n1	-2	-4	95	2.8	4	97	21	5.9	20
CC(C)Cc1nnc(NC(=O)Nc2ccccc2)s1	8	-4	95	5.2	-8	86	24	2.5	1
COc1cccc(NC(=O)N2CCCC2C(=O)Nc2cc(C)ccc2OC)c1 (configuration not stated)	1	-9	101	-0.4	2	102	26	-0.7	2
COc1ccc(/C=N/Nc2nc(-c3ccc(C)cc3)c(NC(C)=O)s2)cc1OC	-9	0	102	-0.9	0	101	7	-0.9	-150
O=C(CCC(=O)N(CC(=O)NC1CCCCC1)CC1CCCO1)Nc1nccs1 (configuration not stated)	-2	2	91	0.4	-7	95	8	1.6	-6
C/C=C/c1ccc(OCC(=O)Nc2ccc(C(N)=O)cc2)c(OC)c1	7	3	86	-0.2	-3	87	16	0.3	6
CCc1cccc(CC)c1NC(=O)/C(C#N)=C/c1ccccc1C(F)(F)F	0	-5	101	-2.5	7	102	20	-0.6	11
COC(=O)c1[nH]c2c(c1C)C(=O)CC(c1cc(OC)c(OC)c(OC)c1)C2 (configuration not stated)	-5	-9	112	6.2	17	108	16	10	36
Cc1ccc(S(=O)(=O)NNC(=O)c2sc3nc(C)cc(C)c3c2-n2cccc2)cc1	-16	-2	95	-2.2	-4	95	22	0.3	29
Cc1oc2c(cc(NS(=O)(=O)c3ccc4c5c(cccc35)C(=O)N4)c3ccccc32)c1C(=O)OC(C)C	-9	5	nt	-1.2	nt	nt	0	-0.6	57
COCc1cc(=O)[nH]c(N2CCN(C(=O)c3ccco3)CC2)n1	0	-4	106	0.0	8	107	6	0.5	42
CCOc1cc(C(C(=O)NCC2CCCO2)N(C(=O)Cn2nnc3ccccc32)c2cccc(OC)c2)ccc1O (configuration not stated)	-13	-8	100	1.3	1	94	1	-0.4	32
Cc1ccccc1-n1nnnc1SCC(=O)Nc1ccc(S(=O)(=O)N2CCCC2)cc1	1	-2	101	1.8	1	98	30	4.6	-7
COc1cc(OC)c2c(-c3ccccc3)cc(=O)oc2c1C(CCN1CCCC(C)C1)c1ccc(N(C)C)cc1 (configuration not stated)	nt	-5	112	4.4	41*	222*	3	1.4	-9
COc1cc(OC)cc(-c2nc3ccccc3c(=O)n2OC(=O)c2ccccc2C)c1	-7	-7	90	-1.5	-3	91	28	0.3	-2
COc1ccc(-c2cc(C(=O)NN3CCOCC3)c3ccccc3n2)cc1OC	-17	1	100	nt	2	102	27	nt	nt
COc1ccc(C(=O)/C=C/Nc2ccc(S(=O)(=O)Nc3nc(C)cc(C)n3)cc2)cc1OC	-7	3	98	0.6	8	100	15	0.7	-9
CCCn1c(=O)c(C(=O)NCc2cccnc2)c(O)c2ccccc21	-18	1	97	-0.7	-7	95	21	1.1	-14
C=CCSc1nnc(-c2sc(-c3ccccc3)nc2C)n1C	-6	-5	99	-1.0	5	100	43	-1.1	-11

Look-ups from above:
PHOSPHO1 inh with O=C(CCC(=O)N(CC(=O)NC1CCCCC1)CC1CCCO1)Nc1nccs1 (configuration not stated) → -6
PHOSPHO1 inh with Cc1oc2c(cc(NS(=O)(=O)c3ccc4c5c(cccc35)C(=O)N4)c3ccccc32)c1C(=O)OC(C)C → 57

Continued.
SMILES	GPR7 antag	GalR3 antag	MEKK3 PB1 HTS	OXTR agonist	MEKK2mut PB1 HTS	MEKK2 WT-MEK5	NALP1 yeast inh	V1R ag counter	PHOSPHO1 inh
CSCCC(NC(=O)C1CCCCC1)c1nc2ccccc2[nH]1 (configuration not stated)	5	-1	97	-1.2	-3	104	16	0.0	28
O=C(CCl)Nc1ccc(S(=O)(=O)Nc2nccs2)cc1	2	-5	106	0.5	9	107	1	1.0	23
N#Cc1nc(-c2ccc(F)cc2)oc1NCc1ccco1	1	0	97	-1.3	0	104	nt	-0.9	18
Cc1ccc(C2N(c3cccc(Cl)c3)C(=O)N3CCCN23)cc1 (configuration not stated)	-3	-5	102	-2.7	8	101	13	-0.6	33
O=C(O)CC/C(=N\Nc1ccc(S(=O)(=O)N2CCCC2)cc1[N+](=O)[O-])c1cccs1	-7	0	99	nt	-2	91	0	nt	7
CCCCSC1(SCCCC)N=C(N)C2(C#N)C(c3ccccc3)NC(C)=C(C)C12C#N (configuration not stated)	-2	-4	105	-0.8	13	104	17	0.0	21
CCOc1ccc(C(=O)N2CCC(C(=O)c3ccc4c(c3)OCCO4)CC2)cc1	-4	-5	105	4.6	11	114	10	4.1	-31
COc1cc(OC)c(OC)cc1CCC(C)NCCC(c1ccccc1)c1ccccc1 (configuration not stated)	60*	-14	111	22*	18	166*	11	18	-20
O=c1c2[nH]c3ccc(Cl)cc3c2ncn1CCN1CCCCC1	-1	0	106	0.0	6	110	3	-0.3	5
CCOc1ccc2nc(/N=C/c3c(C)[nH]n(-c4ccccc4)c3=O)sc2c1	-5	1	122	-0.4	0	105	7	-0.3	1
CC(C)Oc1ccc(Br)cc1C(=O)N/N=C/c1c[nH]c2ccccc12	16	-11	113	-0.1	12	104	6	1.5	nt
COc1cccc(NC(=O)CN(C)C(C)C(=O)Nc2ccc(S(=O)(=O)N3CCOCC3)cc2)c1 (configuration not stated)	-3	-5	84	-0.4	-32	75	nt	0.0	-6
Cn1c(N)c(C(=O)Nc2c(Cl)cccc2Cl)sc1=S	-1	-5	96	0.9	-5	101	7	1.1	20
Cc1c(N/C=C/C(=O)c2cccs2)c(=O)n(-c2ccccc2)n1C	-5	-4	101	0.2	0	101	8	0.6	19
CCc1cc(=O)oc2cc(C)cc(OCC(=O)NCC(O)c3ccccc3)c12 (configuration not stated)	-2	-1	100	-0.5	4	103	-1	0.0	22
Cc1cc2c(N=NC(=O)C3CC3c3ccccc3)c(O)[nH]c2cc1Br (configuration not stated)	-8	-8	101	-0.2	-2	96	-32	0.6	-20
CCCCn1c(=O)[nH]c(=O)c2c1nc(-c1ccc(-c3ccccc3Br)o1)n2CC	-14	-4	102	1.1	1	103	-11	0.8	30
CCCCOc1ccc(-c2cnc3ccccc3n2)cc1	-4	-1	119	0.5	-1	98	21	0.9	-24
Cc1c(C)c2ccc(OCC(=O)Nc3cccnc3)cc2oc1=O	-5	-8	101	-0.2	3	104	9	0.0	2
O=C(Nc1ccccn1)c1ccc(=O)[nH]n1	-7	0	94	0.0	-1	93	0	0.5	24
CSc1ccccc1-c1nnc(-c2ccc(Cl)c(Cl)c2)o1	-4	1	105	-0.2	3	102	-10	0.6	16
Cc1cc(=O)nc2c3ccccc3n(CC(=O)NCCC3=CCCCC3)n12	-6	-2	104	-1.2	1	104	19	2.1	32

4 of the entries above in order of their number in MEKK2mut PB1 HTS, rising:
structure | MEKK2mut PB1 HTS
COc1cccc(NC(=O)CN(C)C(C)C(=O)Nc2ccc(S(=O)(=O)N3CCOCC3)cc2)c1 (configuration not stated) | -32
Cc1c(N/C=C/C(=O)c2cccs2)c(=O)n(-c2ccccc2)n1C | 0
Cc1cc(=O)nc2c3ccccc3n(CC(=O)NCCC3=CCCCC3)n12 | 1
CSc1ccccc1-c1nnc(-c2ccc(Cl)c(Cl)c2)o1 | 3
